# Screening results: PubChem, National Center for Advancing Translational Sciences (NCATS)
# POLH inh = blocks human DNA polymerase eta activity. recombinant Pol eta, fluorescent DNA replication assay. Potency, µM (highest dose often 114 µM), without a hit: at the highest dose activity change, negative = inhibition, usual class: inhibitors. Q9Y253. 1.2% of 390,000 active. AID 588591; further: potency means the concentration at half of the fitted maximal effect; on the % scale 0 is the no-effect control and ±100 the full control effect
#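 Pol eta at 10 nM preincubated with compounds 15 min at room temperature; reaction started with fluorescent substrate (50 nM final) and read kinetically at 0 and 10 min.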
# Pol kappa inh = DNA polymerase kappa (human) inhibition; 0.53% of 400,000 active; AID 588579; purified Pol kappa, fluorescent DNA synthesis assay, 10 min; Q9UBT6; Potency, µM (titrated, usually from 107 µM), for inactives: at the top dose activity, negative = inhibition, most hits filed as inhibitors; further: potency means the concentration at half of the fitted maximal effect; on the % scale 0 is the no-effect control and ±100 the full control effect
#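 Pol kappa 10 nM + cpd, 15 min RT; start w/ substrate 50 nM final; fluorescence kinetic read, 0 and 10 min. Neg ctrl: buffer, no enzyme.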
# GRP78 ERSR act = inducers of ER stress response in human glioma cells; U87-MG GRP78 promoter luciferase reporter, 16 h; Potency, µM, without a hit: top-dose activation, most hits filed as activators; 0.02% of 420,000 active; further: potency means the concentration at half of the fitted maximal effect; series mostly up to about 76 µM; % of control where 0% means no effect; nearly all actives have a fitted effect of over 35% in size
#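 Stably transfected U87-MG glioma cells carrying a GRP78-based luciferase sensor; 16 h compound incubation. Luminescence end-point read 10 min after Bright-Glo addition at room temperature.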
# Pol beta inh = inhibitors of human DNA polymerase beta; Pol beta primer extension/strand displacement, fluorescence kinetic; 1.3% of 340,000 active; P06746; AID 485314; Potency, µM (highest dose often 114 µM), inactives show at the highest dose activity change, negative = inhibition, most hits filed as inhibitors; further: potency means the concentration at half of the fitted maximal effect; on the % scale 0 is the no-effect control and ±100 the full control effect
#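 Pol beta (10 nM) and compounds were preincubated 15 min at room temperature, then 50 nM substrate (final) started primer extension/strand displacement. Reads were taken at 0 and 10 min; concentration-response data were fitted to a four-parameter Hill equation.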
# Pol iota inh = DNA polymerase iota (human) inhibition; Q9UNA4; Potency, µM (series often up to 115 µM), without a hit: at the highest dose activity, negative = inhibition, most hits filed as inhibitors; Pol iota fluorescent replication assay, 10 min; 1% of 390,000 active; further: potency means the concentration at half of the fitted maximal effect
#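 Fluorescent replication assay read twice, at 0 min and 10 min after adding 50 nM (final) substrate. Enzyme (10 nM) and compounds were first incubated 15 min at room temperature; enzyme-free buffer wells were negative controls.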
# APE1 inh = inhibitors of human APE1 endonuclease; Potency, µM (top dose mostly 65.8 µM), for inactives: top-dose activity change, negative = inhibition, actives largely listed as inhibitors; 0.35% of 350,000 active; recombinant APE1, TAMRA/BHQ-2 abasic DNA cleavage fluorescence;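 further: potency means the concentration at half of the fitted maximal effect; plate controls were vehicle for no effect and reference inhibitor for full effect; nearly all actives have a fitted effect of over 55% in size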
# Target sequence (P27695 whole entry, looked up): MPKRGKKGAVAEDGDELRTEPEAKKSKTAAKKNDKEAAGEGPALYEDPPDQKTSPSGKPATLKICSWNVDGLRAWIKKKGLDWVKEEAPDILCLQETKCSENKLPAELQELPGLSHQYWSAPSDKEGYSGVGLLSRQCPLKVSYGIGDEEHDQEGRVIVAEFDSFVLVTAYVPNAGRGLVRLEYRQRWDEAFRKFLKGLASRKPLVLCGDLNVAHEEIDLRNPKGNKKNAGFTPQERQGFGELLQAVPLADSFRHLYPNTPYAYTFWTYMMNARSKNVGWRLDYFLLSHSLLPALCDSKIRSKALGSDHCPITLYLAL
#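 Measures dequenching upon AP-site incision of a 5'-TAMRA/3'-BHQ-2 THF-containing duplex, 50 nM; human APE1 0.75 nM after 15 min room-temperature exposure to compound; kinetic three-point read at one-minute spacing.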
# Apoferritin bind = binds horse apoferritin like a general anesthetic | P02791 | apoferritin/1-aminoanthracene competitive binding, fluorescence | Potency, µM (top dose mostly 77.5 µM), for inactives: top-dose activity change, negative = displacement, most hits filed as inhibitors | 0.074% of 350,000 active | AID 485281; further: potency means the concentration at half of the fitted maximal effect; on the % scale 0 is the no-effect control and ±100 the full control effect; nearly all actives have a fitted effect of over 20% in size
# Target sequence (P02791 2-175 limits assumed): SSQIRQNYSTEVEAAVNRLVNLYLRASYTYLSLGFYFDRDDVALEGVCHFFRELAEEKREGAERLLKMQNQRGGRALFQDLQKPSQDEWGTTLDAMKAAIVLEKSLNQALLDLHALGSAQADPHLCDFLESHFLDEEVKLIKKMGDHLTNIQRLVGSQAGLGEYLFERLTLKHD
#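 Probe: 1-aminoanthracene (50% saturated, PBS). Protein: horse-spleen apoferritin, 10 uM. Incubation: 10 min, room temperature. Detection: 380 nm excitation, 535 nm emission. Analysis: normalized response, four-parameter Hill.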
# LDHA inh = inhibitors of human lactate dehydrogenase A; purified LDHA, NADH/diaphorase-resazurin fluorescence; active compounds read low; activity change, % (values are at about 110 or 230 µM); 0.15% of 480,000 active; in the data active means activity change below about -30%; inconclusive means mostly about -25% to -30%;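 further: plate controls were DMSO wells for no effect and wells without enzyme for full effect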
#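 Enzyme activity of human lactate dehydrogenase 5 (2 nM; 0.06 mM NADH, 0.2 mM pyruvate, 5 min, RT) is measured via a resazurin/diaphorase fluorescence readout of residual NADH.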
# BLM inh = Bloom syndrome helicase (human) inhibition. P54132. recombinant BLM DNA unwinding, fluorescence dequenching. Potency, µM (titrated, usually from 56.1 µM), inactives show top-dose activity change, negative = inhibition, usual class: inhibitors. 0.2% of 350,000 active. AID 2528;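 further: potency means the concentration at half of the fitted maximal effect; plate controls were vehicle for no effect and no enzyme for full effect; nearly all actives have a fitted effect of over 35% in size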
# Active calls of the source: *; u = inconclusive; x = not tested or not shown; & = joins results of further samples; [ ] = another dose, or the depositor's remark. Unless noted, the call rests on the fitted dose curve; in most records, active means well fitted curve in the direction sought with a large enough effect; inconclusive means small, poorly fitted or top-dose-only effect, or another doubt; inactive means no such curve, though single readings can be large; an effect the other way counts as inactive or inconclusive. The list is partial; rates above refer to the full screens.
# Values run as follows: POLH inh, Pol kappa inh, GRP78 ERSR act, Pol beta inh, Pol iota inh, APE1 inh, Apoferritin bind, LDHA inh, BLM inh
COC(=O)c1ccc(COC(=O)C(NC(=O)Cc2ccccc2)C(C)C)cc1 (stereo unspecified)
 : -15%, 3%, 1%, x, 22%, 11%, x, -1, x
COc1ccc(C(=O)NC(=O)COC(=O)CCS(=O)(=O)c2ccc(C)cc2)cc1
 : 10%, 0%, -5%, x, 85%[activator], 2%, x, -7, x
COc1ccc(N/N=C(/C(C)=O)N2CCCc3ccccc32)cc1
 : -16%, -14%, -4%, 33%, -16%[58.9 µM], u, -7%, 5, -14%
O=C(CNCCC1=CCCCC1)Nc1ccccc1N1CCCCCC1
 : -29%, -5%, 3%, -7%, 9%, -8%, -9%, -6, -7%
O=C(NC1CCCCCCC1)c1cccc(Cl)c1
 : -15%, -1%, 3%, 4%, -19%, 1%, u, -2, -3%
NC(=O)CNC(=O)[C@@H]1CC2(CC(c3ccc(Cl)cc3)=NO2)CN1C(=O)c1ccc(Br)cc1 (stereo partly specified)
 : -11%, -7%, -2%, 6%, 0%, 1%, -13%, 1, -4%
O=C(Nc1ccccc1-c1nnn(CC(=O)N2CCc3ccccc3C2)n1)C1CCC1
 : -17%, 2%, 3%, 12%, -2%, -1%, 3%, -5, 2%
COC(=O)C(Cc1ccc(O)cc1)NC(=O)CCNC(=O)c1ccco1 (stereo unspecified)
 : -18%, 4%, 2%, 42%, 38%[activator], 12%, 3%, -7, -4%
O=C(Nc1ccc2c(c1)OCCO2)NC12CC3CC(CC(C3)C1)C2
 : -21%, -21%, 4%, 6%, 455%[activator], -8%, u, 0, -12%
Cc1ccc(C2=NN(S(=O)(=O)c3ccccc3)C(c3ccco3)C2)cc1 (stereo unspecified)
 : 1%, -19%, -2%, x, -1%, 6%, x, -4, x
COCCNC(=S)N=Nc1c(O)[nH]c2c(C)cc(C)cc12
 : u, -5%, -1%, 19%, 143%[activator], 1%, -12%, -2, -12%
Cc1ccc(CN2[C@@H](c3ccccc3)COCCS2(=O)=O)cc1
 : -24%, 0%&-23%, -4%&-1%, -27%, 26%&21%, 38%, -4%, 3, -4%
COc1cccc(COC(=O)CCNC(=O)c2ccc(Br)cc2)c1OC
 : -12%, -12%, -3%, x, 12%, -10%, x, -1, x
Cc1cc(C(=O)CN2C(=O)C(=O)N(Cc3ccccc3)C2=O)c(C)n1-c1ccc2c(c1)OCCO2
 : -9%, -8%, -2%, 5%, 22%, -1%, -6%, 0, -4%
CCOC(=O)c1cccc(NC(=O)C(CC(C)C)N2Cc3ccccc3C2=O)c1 (stereo unspecified)
 : -24%, -7%, -2%, -5%, u, x, -4%, 8, -12%

# As entered above.
# Entry for COc1cccc(COC(=O)CCNC(=O)c2ccc(Br)cc2)c1OC in APE1 inh: -10%
# Entry for O=C(CNCCC1=CCCCC1)Nc1ccccc1N1CCCCCC1 in Pol kappa inh: -5%
# Entry for Cc1ccc(C2=NN(S(=O)(=O)c3ccccc3)C(c3ccco3)C2)cc1 (stereo unspecified) in Pol iota inh: -1%
# Entry for Cc1cc(C(=O)CN2C(=O)C(=O)N(Cc3ccccc3)C2=O)c(C)n1-c1ccc2c(c1)OCCO2 in APE1 inh: -1%
# Entry for NC(=O)CNC(=O)[C@@H]1CC2(CC(c3ccc(Cl)cc3)=NO2)CN1C(=O)c1ccc(Br)cc1 (stereo partly specified) in BLM inh: -4%
# Entry for O=C(Nc1ccccc1-c1nnn(CC(=O)N2CCc3ccccc3C2)n1)C1CCC1 in LDHA inh: -5
# Entry for CCOC(=O)c1cccc(NC(=O)C(CC(C)C)N2Cc3ccccc3C2=O)c1 (stereo unspecified) in Pol beta inh: -5%

# (more compounds)
# Values run as follows: POLH inh, Pol kappa inh, GRP78 ERSR act, Pol beta inh, Pol iota inh, APE1 inh, Apoferritin bind, LDHA inh, BLM inh
Cc1nnc(N2CCOCC2)c2nn(-c3ccccc3)c(C)c12
 : -3%, -10%, -6%, -19%, 17%, 9%, -8%, -6, 4%
Cc1ccccc1-c1nc(CN2CCCC2c2ccc(F)cc2)c(C)o1 (stereo unspecified)
 : -10%, -18%, -7%, 7%, 22%, 5%, -15%, -6, -5%
CN(C)CCCN(Cc1ccccc1)C(=S)Nc1ccc(F)c(Cl)c1
 : -4%, -13%, -5%, -1%, 15%, u, -7%, -4, 1%
O=C(Nc1nc2ccsc2c(=O)s1)c1ccc(Cl)cc1
 : 12%, -17%, 4%, 1%, -24%, -2%, 3%, -7, -7%
O=C(Nc1cccc(S(=O)(=O)N2CCOCC2)c1)C1CCN(S(=O)(=O)c2ccccc2)CC1
 : u, -12%, -5%, x, 22%, 5%, x, -5, x
COc1ccc(S(=O)(=O)N2CCOCC2)cc1C(=O)Nc1ccon1
 : -19%, -8%, 2%, 2%, 16%, 4%, -7%, -4, 2%
CCOC(=O)N1CCC(c2nc(C)sc2C(=O)O)CC1
 : -4%, -9%, 0%, 14%, 0%, 3%, -14%, 0, -3%
Cc1ccc(NCc2nnc(SCC(N)=O)n2CCc2ccccc2)cc1
 : x, x, x, -1%, x, 12%, 10%, x, -12%
Brc1ccc(CNc2ccc3ncccc3c2)cc1
 : -25%, 3%, 4%, -5%, 72%[activator], -16%, 1%, 5, -6%
Cc1c2cnn(CC(=O)O)c(=O)c2c(C)n1Cc1cccc(Cl)c1
 : x, 4%, x, 13%, 34%[activator], x, -12%, -3, -5%
CC(=O)c1cccc(CN2CCCC(C(=O)Nc3cccc(-n4cccn4)c3)C2)c1 (stereo unspecified)
 : -11%, -10%, -1%, 0%, 17%, 13%, -14%, -3, 5%
COC(=O)c1ccc(CNC(=O)COC(=O)CCN2C(=O)C3CC=CCC3C2=O)cc1 (stereo unspecified)
 : -4%, -15%, 3%, x, 4%, 8%, x, -10, x
CCN1C(=O)/C(=C/N2CC(C)CC(C)C2)SC1=S (stereo unspecified)
 : -11%, -6%, -6%, 1%, 11%, 1%, -12%, 0, 9%
COCC(=O)n1nc(-c2ccc(Cl)cc2)nc1NCc1ccc(F)cc1
 : -10%, -5%, 3%, 7%, 7%, 4%, -11%, -1, -5%
O=C(c1ccc(-c2cccc(C(F)(F)F)c2)o1)N1CCN(c2ccccc2)CC1
 : -11%, -4%, -1%, x, 33%[activator], 28%, x, -1, x

# Three of the entries above in order of the GRP78 ERSR act value, smallest number first.
Molecule | POLH inh | Pol kappa inh | GRP78 ERSR act | Pol beta inh | Pol iota inh | APE1 inh | LDHA inh | BLM inh
O=C(c1ccc(-c2cccc(C(F)(F)F)c2)o1)N1CCN(c2ccccc2)CC1 | -11% | -4% | -1% | x | 33%[activator] | 28% | -1 | x
CCOC(=O)N1CCC(c2nc(C)sc2C(=O)O)CC1 | -4% | -9% | 0% | 14% | 0% | 3% | 0 | -3%
Brc1ccc(CNc2ccc3ncccc3c2)cc1 | -25% | 3% | 4% | -5% | 72%[activator] | -16% | 5 | -6%

# Further compounds follow.
# Values run as follows: POLH inh, Pol kappa inh, GRP78 ERSR act, Pol beta inh, Pol iota inh, APE1 inh, Apoferritin bind, LDHA inh, BLM inh
Cc1ccc(C(C(=O)NC2CCCCC2)N(CCC(C)C)C(=O)CNC(=O)c2ccco2)o1 (stereo unspecified)
 : -17%, -12%, -5%, 1%, 15%, 2%, -23%, -2, -7%
Cn1c(=O)c2c(nc(SCCN3CCOCC3)n2Cc2ccc(Cl)cc2)n(C)c1=O
 : -26%, -7%, -6%, x, 12%, x, x, 9&-9, x
Cc1cc(NC(=O)CN2CCCC(C)C2)no1 (stereo unspecified)
 : -23%, 2%, -3%, -16%, 54%[activator], 5%, -7%, -18, -9%
CN(C)S(=O)(=O)N1CCC(Oc2ccc(C(=O)N3CCCCCCC3)cc2)CC1
 : -13%, -8%, 1%, 5%, -8%, 11%, -10%, 2, -1%
Cc1cccc2cc(CN(Cc3cccs3)C(=S)NCC3CCCO3)c(=O)[nH]c12 (stereo unspecified)
 : -20%, -4%, -4%, -9%, 6%, 1%, -5%, -8, 0%
Cc1ccc(S(=O)(=O)N(CC(=O)Nc2ccc(Cl)cc2Cl)c2ccccc2C)cc1
 : -22%, -2%, -1%, -1%, 22%, x, 109%[activator], 3, -8%
O=C(CCc1cn(Cc2ccccc2F)c2ccccc12)NCc1ccc(Cl)cc1
 : -13%, -9%, -1%, -1%, 330%[activator], x, 39%[activator], -4, -2%
O=C(c1cc2cc3ccc(Cl)cc3nc2o1)N1CCN(c2cccc(Cl)c2)CC1
 : 8%, -2%, -2%, 1%, -10%, x, -1%, -6, -11%
CSc1ncccc1-c1nc2ccccc2[nH]1
 : -11%, -4%, 0%, 3%, -9%, 3%, 6%, -6, -2%
COC(=O)[C@H](CCSC)NC(=O)NC1CC1
 : -1%, -7%, -3%, 2%, 6%, -12%, 3%, -1, -2%
COc1cc2c(cc1NC(=O)COc1ccc(Cl)cc1Br)oc1ccccc12
 : 1%, -2%, -5%, 32%, -10%, x, 4%, -9, -3%
Nc1ncnc(Nc2ccccn2)c1[N+](=O)[O-]
 : 2%, -7%, 0%, 0%, -9%, 6%, -5%, -6, -3%
